Source: PubChem (several laboratories)
Mac1 fbg enh – enhancers of human CD11b/CD18 binding to fibrinogen; P05107+P11215; 0.07% of 93,000 active; activation, % at 10 µM; AID 1499; K562 CD11b/CD18 adhesion to fibrinogen, ATPlite luminescence;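 active means 10 µM primary screen giving 50% or more activity, confirmed by 40% or more on retest at that dose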; further: strong numbers were not always called active
ERa SRC1 inh – ER-alpha (human) coactivator binding inhibition; inhibition, % at 25.6 µM; AID 629; TR-FRET ER-alpha LBD / SRC-1 peptide, estradiol-bound; 1.7% of 86,000 active; P03372; in the data active means inhibition above about 50%;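 further: 0% = receptor plus peptide control and 100% = peptide only without receptor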
Target sequence (P03372 whole entry, looked up, the tested form may be a part): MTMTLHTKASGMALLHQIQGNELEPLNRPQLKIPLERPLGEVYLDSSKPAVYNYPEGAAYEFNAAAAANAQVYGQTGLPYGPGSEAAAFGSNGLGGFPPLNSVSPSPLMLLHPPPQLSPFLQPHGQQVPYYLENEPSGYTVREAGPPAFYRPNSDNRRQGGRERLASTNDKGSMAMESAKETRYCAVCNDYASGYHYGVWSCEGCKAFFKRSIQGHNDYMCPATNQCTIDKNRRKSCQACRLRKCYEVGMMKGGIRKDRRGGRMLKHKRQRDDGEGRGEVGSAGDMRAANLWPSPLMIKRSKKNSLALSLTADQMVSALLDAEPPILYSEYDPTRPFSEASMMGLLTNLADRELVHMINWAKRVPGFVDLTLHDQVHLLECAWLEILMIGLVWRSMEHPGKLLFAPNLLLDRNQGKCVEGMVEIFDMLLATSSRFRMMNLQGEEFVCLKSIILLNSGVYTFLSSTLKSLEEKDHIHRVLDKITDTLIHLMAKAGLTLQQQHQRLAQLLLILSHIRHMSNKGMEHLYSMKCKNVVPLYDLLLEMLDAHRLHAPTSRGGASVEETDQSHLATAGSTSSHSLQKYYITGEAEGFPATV
Fibroblast inh – blocks proliferation of human lung fibroblasts; AID 719; 1.1% of 85,000 active; LL 47 human lung fibroblast viability, ATP luminescence; stronger effect = lower value; viability, % at 10 µM;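 active means viability at or below 50% in the single dose screen; inactive means viability above 50%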;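 further: compound exposure lasted 72 h before the ATP readout; 100% = median luminescence of untreated cell-only wells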
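Times – overnight cell rest, 72 h compound treatment at 37 °C · Test system – human lung fibroblast line LL 47, low passage · Amount – 1,150 cells in each well · Controls – cell-only wells, no compound · Doses – 0.1% DMSO in all compound wells · Measured by – CellTiter-Glo luminescence · Buffer or medium – IMEM plus 15% FBS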
ERa coact pot – ER-alpha (human) coactivator binding potentiation. TR-FRET ERalpha-LBD/SRC-Cy5 coactivator binding, 2 h; 100 = basal binding, no effect. P03372. 1.3% of 86,000 active. coactivator binding (% of control), % at 25.6 µM; in the data active means activity above about 200%;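 further: binding measured in presence of low estradiol as agonist stimulus; 0% = peptide alone without receptor and 100% = receptor with peptide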
CYP2C19 inhib – inhibitors of human CYP2C19 | AID 778 | P33261 | CYP2C19 Supersomes, luciferin-H EGE luminescence, 30 min | inhibition, % at 5 µM | 21% of 96,000 active;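 active means CYP2C19 inhibition above a set limit at 5 µM in the primary screen, cut at about 50% in these data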;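 further: plate controls were negative control wells for no effect and 2.5 mM tranylcypromine positive control for full effect; values of inactives mirror those of a sister screen read the other way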
Target sequence (P33261 whole entry, looked up): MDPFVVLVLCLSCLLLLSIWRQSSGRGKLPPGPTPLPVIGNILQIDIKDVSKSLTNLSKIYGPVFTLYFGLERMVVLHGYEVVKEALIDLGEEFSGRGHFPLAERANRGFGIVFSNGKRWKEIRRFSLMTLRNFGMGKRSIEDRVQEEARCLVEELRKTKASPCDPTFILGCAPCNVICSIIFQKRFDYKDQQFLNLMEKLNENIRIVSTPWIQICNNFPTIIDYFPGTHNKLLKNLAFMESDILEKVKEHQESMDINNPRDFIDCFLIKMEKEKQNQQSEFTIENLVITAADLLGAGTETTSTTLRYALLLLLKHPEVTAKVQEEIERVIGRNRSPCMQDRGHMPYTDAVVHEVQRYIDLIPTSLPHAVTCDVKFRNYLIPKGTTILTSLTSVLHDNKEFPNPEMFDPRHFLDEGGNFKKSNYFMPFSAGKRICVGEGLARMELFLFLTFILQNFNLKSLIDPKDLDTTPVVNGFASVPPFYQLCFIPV
H69AR growth 86K – blocks growth of human H69AR lung tumor cells. H69AR lung tumor viability, ATP luminescence, 72 h; stronger effect = lower value. viability, % at 10 µM. 6% of 85,000 active;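 active means viability at or below 40%; inactive means viability above 40%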;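 further: multidrug resistant small cell line overexpressing MRP-1 efflux transporter; 100% = mean luminescence of untreated control wells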
Mac1 fbg inh – blocks human CD11b/CD18 adhesion to fibrinogen; P05107+P11215; K562 CD11b/CD18 adhesion to fibrinogen, ATPlite luminescence; Mn2+ added to activate the integrin; inhibition, % at 10 µM; 0.54% of 93,000 active;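 active means primary inhibition of 50% or more at 10 µM, then 40% or more on retest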; further: some results filed as inactive read as strong as hits
HUVEC prolif 384 – blocks proliferation of human endothelial cells | AID 648 | viability, % at 10 µM (by protocol) | HUVEC proliferation, CellTiter-Glo luminescence, 72 h; stronger effect = lower value | 1.1% of 86,000 active;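 active means viability at or below 30%; inactive means viability above 30%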;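 further: 100% = median luminescence of DMSO-only cell control wells on each plate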
CYP2C19 act – activators of human cytochrome P450 2C19; AID 1025; activation factor at 5 µM; 96,000 tested, under 10 active; P33261; recombinant CYP2C19, luciferin-H EGE luminescence; stronger effect = higher value; 0 = fully inhibited enzyme, 1 = untreated enzyme;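 active means activation factor of at least 2 at 5 µM in the primary screen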;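 further: 0 = wells with 2.5 mM tranylcypromine and 1 = vehicle-only wells; values of inactives mirror those of a sister screen read the other way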
Starred values were filed as active, the others as inactive; / = no result given; [ ] = another dose, or the depositor's remark.

SMILES	Mac1 fbg enh	ERa SRC1 inh	Fibroblast inh	ERa coact pot	CYP2C19 inhib	H69AR growth 86K	Mac1 fbg inh	HUVEC prolif 384	CYP2C19 act
CCn1c(C)c(C(C)=O)c(N2CCCCC2)nc1=S	0	18	97	100	-7	92	-20	96	1.1
CN(C)C(=O)CN(C)S(=O)(=O)c1ccc(Cl)cc1	2	35	92	86	32	88	-3	93	0.7
CCOC(=O)N1CCN(C(=O)c2ccc3nc(N4CCCCC4)sc3c2)CC1	/	-5[fluorescence artefact?]	107	113	22	89	/	99	0.8
CCCCNC(=O)CSc1nc2ccsc2c(=O)n1C1CCN(C(=O)OCC)CC1	1	14	99	79[fluorescence artefact?]	36	68	-11	96	0.6
O=C(/C(=C/O)N=Nc1ccccc1)c1ccncc1	1	13	95	90	96*	110	-1	87	0
O=C(CN(Cc1cccs1)C(=O)CNS(=O)(=O)c1ccc(F)cc1)NCc1ccco1	-5	3	96	104	58*	93	0	101	0.4
O=C(CC(O)(C(F)(F)F)C(F)(F)F)Nc1ccc(Cl)c(Cl)c1	-8	13	22*	100	77*	1.5*	90*	3.1*	0.2
CC(C)c1ccc(NC(=O)C2CCCCC2C(=O)O)cc1 (stereo not drawn)	/	-6	98	100	-14	93	/	94	1.1
CCN(CC)CCN1C(=O)c2ccccc2NC1c1cc(OC)c(OC)c(OC)c1 (stereo not drawn)	-2	28	94	94	-2	88	8	105	1
CCN(CC)CCN1C(=O)C(=O)/C(=C(/O)c2ccccc2)C1c1ccccc1F (stereo not drawn)	0	0	101	97[fluorescence artefact?]	0	106	1	96	1
CC(C)(CO)NCc1ccccc1OCC(=O)Nc1ccccc1	-7	-2	96	110	6	89	-19	95	0.9
CN(C)CCNc1ncnc2ccccc12	2	-5	111	106[fluorescence artefact?]	2	96	-20	102	1
O=C1CC(c2ccc(S(=O)(=O)NCc3ccccc3)cc2)CN1 (stereo not drawn)	1	-1	92	97	-12	95	-7	95	1.1
CCCCn1nnnc1NCc1cccs1	-1	-21	98	107	65*	90	0	96	0.4
CCOC(=O)C1CCCCN1Cc1ccc(F)cc1 (stereo not drawn)	-3	3[fluorescence artefact?]	98	115[fluorescence artefact?]	66*	93	-25	99	0.3
O=C(COC(=O)CNS(=O)(=O)c1ccccc1)Nc1ccc(Cl)cn1	-3	-1	101	89[fluorescence artefact?]	4	94	-6	97	1
CCOC(=O)C1CCN(C(=O)CSc2ccc(Cl)cc2)CC1	/	2	96	103	/	104	/	94	/
CC(=O)N1CCc2cc3nc(C)cc(C)c3cc21	0	-2	104	104	4	/	-10	93	1
CCOC(=O)Cn1c(CN2CCOCC2)nc2c1c(=O)n(C)c(=O)n2C	-6	-12	100	97	-16	95	6	96	1.2
CC12CN(C(=O)c3ccc(Cl)cc3)C3(C#N)CC1CCC23C (stereo not drawn)	1	-3	98	94	46	81	-29	94	0.5
O=C(Oc1ccccc1-c1nnco1)c1ccccc1	-1	6	75	99	14	95	2	109	0.9
CCOC(=O)c1cc2c(n(-c3ccccc3)c1=O)CC(C)(C)CC2=O	-2	-22	89	102	-13	36*	20	87	1.1
COc1cc(/C=N\Nc2nc3ccccc3o2)cc(OC)c1OC	/	5[fluorescence artefact?]	100	86	/	99	/	91	/
C=CCSc1nc2sc3c(c2c(=O)n1CC)CCc1ccccc1-3	-2	/	/	/	-4	/	74	/	1
CC(C)COc1ccc(C(=O)Nc2ccc(NC(=O)c3ccco3)c(Cl)c2)cc1	-1	6	87	95	34	6.7*	-14	37	0.7
CC(=O)c1cccc(N(CC(=O)Nc2cccnc2)S(C)(=O)=O)c1	-2	-23	100	106	11	111	-9	109	0.9
C=CCSc1n[nH]c(-c2ccccc2)n1	3	-4	104	92	36	95	-1	117	0.6
Cc1ccccc1-n1c(=O)cc(N2CCN(C(=O)c3ccco3)CC2)[nH]c1=O	/	3	100	100	/	100	/	95	/
CC(C)(CN=C1NS(=O)(=O)c2ccccc21)CNC(=O)CN1C(=O)c2ccccc2C1=O	-1	11	112	100	22	93	11	102	0.8
O=C(CS(=O)(=O)c1cn(Cc2ccccc2Cl)c2ccccc12)N1CCOCC1	/	-3[fluorescence artefact?]	103	90	/	81	/	94	/

Some entries already given with just Fibroblast inh, HUVEC prolif 384 and CYP2C19 inhib.
structure	Fibroblast inh	HUVEC prolif 384	CYP2C19 inhib
CC(C)(CN=C1NS(=O)(=O)c2ccccc21)CNC(=O)CN1C(=O)c2ccccc2C1=O	112	102	22
CN(C)C(=O)CN(C)S(=O)(=O)c1ccc(Cl)cc1	92	93	32
Cc1ccccc1-n1c(=O)cc(N2CCN(C(=O)c3ccco3)CC2)[nH]c1=O	100	95	/
O=C1CC(c2ccc(S(=O)(=O)NCc3ccccc3)cc2)CN1 (stereo not drawn)	92	95	-12

Remaining list, next part:
SMILES	Mac1 fbg enh	ERa SRC1 inh	Fibroblast inh	ERa coact pot	CYP2C19 inhib	H69AR growth 86K	Mac1 fbg inh	HUVEC prolif 384	CYP2C19 act
CCOC(=O)C1CCN(CC(O)COc2ccc(C(C)=O)cc2)CC1 (stereo not drawn)	-1	-6	93	113	-2	89	-17	100	1
Cc1ccc(C(=O)CC(=O)c2cc(Cl)ccc2O)cc1	-7	-4	30*	85	4	5.2*	65	9.4*	1
CCOc1ccc(C(=O)NCC(=O)OCC(=O)N2CCC(C)CC2)cc1	-3	/	/	/	12	/	5	/	0.9
Cc1ccc(N2CCN(c3ccc(C)cc3)C(CC(=O)O)C2=O)cc1 (stereo not drawn)	3	-2	96	110	2	85	-13	95	1
CCN(CC)S(=O)(=O)c1ccc(S(=O)(=O)N2CCCC2C(=O)O)cc1 (stereo not drawn)	1	-2	109	103	-1	108	-1	106	1
Fc1cc(F)c2nc(N3CCOCC3)sc2c1	-2	6[fluorescence artefact?]	107	98	/	93	18	95	/
CCC(=O)Nc1sc(C(=O)OC)c(C)c1C(=O)OC	0	4[fluorescence artefact?]	91	91	16	100	-4	89	0.8
CCN1C=C(Cc2cccs2)C2=C(C1)C(c1cccs1)C(C#N)=C(N)O2 (stereo not drawn)	0	33[fluorescence artefact?]	92	50[fluorescence artefact?]	31	52	-6	69	0.7
CCOc1ccc(CNC(=O)CCCOc2cc(=O)n(C)c3ccccc23)cc1	6	-5	103	90	69*	76	-3	85	0.3
CC(=O)Nc1sc(NC(=O)c2ccccc2)nc1-c1cccs1	-4	-12	107	136	10	55	-4	97	0.9
Cc1sc2nc(C)n(/N=C/c3ccccc3O)c(=O)c2c1C	0	8	101	98	86*	90	2	94	0.1
Cc1ccc(NC(=O)CCSCCC(=O)Nc2ccc(C)c(C)c2)cc1C	/	1	95	124	33	95	/	88	0.7
COc1ccc(-c2nc(C#N)c(N3CCOCC3)o2)cc1OC	1	-5	94	88	21	93	0	77	0.8
Cc1nn(-c2ccccc2)c(C)c1CCC(=O)O	0	-2	94	112	14	88	7	101	0.9
CCCc1cc(=O)n2c([nH]c3ccccc32)c1C#N	-2	1	99	91	-2	78	32	58	1

Six compounds already listed, sorted by the number in Mac1 fbg inh, highest first:
compound | Mac1 fbg inh
Fc1cc(F)c2nc(N3CCOCC3)sc2c1 | 18
CCN(CC)S(=O)(=O)c1ccc(S(=O)(=O)N2CCCC2C(=O)O)cc1 (stereo not drawn) | -1
CCOc1ccc(CNC(=O)CCCOc2cc(=O)n(C)c3ccccc23)cc1 | -3
CC(=O)Nc1sc(NC(=O)c2ccccc2)nc1-c1cccs1 | -4
CCN1C=C(Cc2cccs2)C2=C(C1)C(c1cccs1)C(C#N)=C(N)O2 (stereo not drawn) | -6
CCOC(=O)C1CCN(CC(O)COc2ccc(C(C)=O)cc2)CC1 (stereo not drawn) | -17

The list continues.
SMILES	Mac1 fbg enh	ERa SRC1 inh	Fibroblast inh	ERa coact pot	CYP2C19 inhib	H69AR growth 86K	Mac1 fbg inh	HUVEC prolif 384	CYP2C19 act
CC(=O)N[C@H]1C[C@@H]1c1ccccc1	2	-29	97	101	24	91	-9	98	0.8
Cc1cccc(C(=O)N2CCN(c3ccc(C(F)(F)F)cn3)CC2)c1C	-5	3	97	92	74*	81	12	93	0.3
CCOC(=O)c1ccc(NC(=O)CCc2nc(-c3ccccc3Cl)no2)cc1	-3	1	95	118	25	29*	50	45	0.8
c1ccc(Cc2nnc(-c3ccccc3)o2)cc1	-1	-9	9.6*	121	52*	92	10	32	0.5
CC(C)Oc1ccc(Cc2c(O)nc(NCCCN(C)C)[nH]c2=O)cc1	/	21	98	106	/	91	/	94	/
O=C1c2ccccc2C(=O)N1CC1c2ccccc2CCN1S(=O)(=O)c1cnc[nH]1 (stereo not drawn)	-4	1	105	107	78*	96	-35	97	0.2
COc1ccc(CCN2C(=O)CC(Sc3ncccc3C(=O)O)C2=O)cc1OC (stereo not drawn)	/	-5	101	103	-11	95	/	100	1.1
Cc1nc(NC2=NCN(CCc3ccccc3)CN2)nc2c(C)cccc12	/	-1	32*	99[fluorescence artefact?]	/	5.5*	/	1.7*	/
O=C(Nc1ccc2c(c1)OCCO2)c1ccncc1	0	-23	95	97	76*	102	-2	96	0.2
CCc1nn2c(N3CCOCC3)cc(C)nc2c1-c1ccc(F)cc1	8	31[fluorescence artefact?]	85	106[fluorescence artefact?]	22	57	-13	94	0.8
O=C(CN1CCN(Cc2ccccc2Cl)C1=O)N1CCCCCC1	-4	-5	92	113	59*	96	-1	98	0.4
CCOC(=O)C1CCCN(c2c(N3CCOCC3)c(=O)c2=O)C1 (stereo not drawn)	-1	1	100	118	-16	97	-8	99	1.2
O=C(CCCCCn1c(=S)[nH]c2ccc(Br)cc2c1=O)NCC1CCCO1 (stereo not drawn)	4	52*[fluorescence artefact?]	99	116[fluorescence artefact?]	30	102	-34	103	0.7
CCCCN=C(C)c1c(O)c2ccccc2oc1=O	3	-2	/	108	85*	99	-2	93	0.2
CCN1CCN(C(=O)c2ccccc2N(Cc2ccccc2)S(=O)(=O)c2ccc(C)cc2)CC1	4	-4	94	104	72*	43	8	66	0.3
Cc1ccc(-n2nc(C)c(NS(=O)(=O)c3ccccc3)c2C)cc1C	-3	-2	100	100	42	81	-5	104	0.6
CCCn1c(SCC(=O)NC2CCCCC2C)n[nH]c1=O (stereo not drawn)	-1	-1	102	107	-24	91	20	93	1.2
CCN(CC)c1ccc(C(=O)c2ccccc2C(=O)O)c(O)c1	/	-4	112	77	/	75	/	87	/
N#Cc1cccc(C(c2nnnn2Cc2ccccc2)N2CCCC2)c1 (stereo not drawn)	-4	-3	103	101	56*	95	-1	105	0.4
COc1ccc(OC)c(N(CC(=O)N2CCCC2)S(=O)(=O)c2ccc(OC)c(OC)c2)c1	-1	-9	99	113	10	83	7	94	0.9
COc1ccc(OC)c(C2NC(=O)c3sc(=S)n(-c4ccccc4)c3N2)c1 (stereo not drawn)	-3	-21[fluorescence artefact?]	96	160[fluorescence artefact?]	57*	65	2	83	0.4
Cc1ccc(NC(=O)CCC(=O)O)cc1F	1	-2	110	102	-24	103	3	100	1.2
O=C(Cc1ccccc1)Nc1cccc(-c2nc3ncccc3o2)c1	0	8	98	107	5	103	-23	84	0.9
COc1ccc(/C(N)=C/C(=O)C(C)(C)C)cc1	-3	2	98	128	74*	89	8	100	0.3
O=C(CCCC(=O)N(CC(=O)NC1CCCC1)Cc1ccccc1Cl)Nc1ccccn1	6	5	106	116	78*	86	-10	101	0.2
Cc1ccccc1N/C(SCc1ccc(Cl)cc1)=C(/C#N)C(=O)NCc1ccco1	-5	-2	87	96	85*	52	14	90	0.2
Cc1cc(C)c2nc(N3CCCC(C(=O)NCCCN4CCOCC4)C3)sc2c1 (stereo not drawn)	-3	-2	102	104	8	72	15	83	0.9
